JMJD2A Tudor: inhibitors of human JMJD2A Tudor domain; AlphaScreen JMJD2A-Tudor / H3K4me3 peptide binding; Potency, µM (top dose mostly 114 µM), inactives show top-dose activity change, negative = inhibition, usual class: inhibitors; hit rate 4.4% among 390,000; further: on the % scale 0 is the no-effect control and ±100 the full control effect; nearly all actives have a fitted effect of over 50% in size
APE1 inh: APE1 (human) endonuclease inhibition | P27695 | recombinant APE1, TAMRA/BHQ-2 abasic DNA cleavage fluorescence | Potency, µM (series often up to 65.8 µM), for inactives: at the top dose activity change, negative = inhibition, hits mostly inhibitors | hit rate 0.35% among 350,000;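 further: plate controls were vehicle for no effect and reference inhibitor for full effect; nearly all actives have a fitted effect of over 55% in size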
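Measures dequenching upon AP-site incision of a 5'-TAMRA/3'-BHQ-2 THF-containing duplex, 50 nM; human APE1 0.75 nM after 15 min room-temperature exposure to compound; kinetic three-point read at one-minute spacing.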
Pol kappa inh: DNA polymerase kappa (human) inhibition | Q9UBT6 | purified Pol kappa, fluorescent DNA synthesis assay, 10 min | Potency, µM (top dose mostly 107 µM), inactives show top-dose activity, negative = inhibition, hits mostly inhibitors | hit rate 0.53% among 400,000 | AID 588579; further: on the % scale 0 is the no-effect control and ±100 the full control effect
Target sequence (Q9UBT6 whole entry, looked up): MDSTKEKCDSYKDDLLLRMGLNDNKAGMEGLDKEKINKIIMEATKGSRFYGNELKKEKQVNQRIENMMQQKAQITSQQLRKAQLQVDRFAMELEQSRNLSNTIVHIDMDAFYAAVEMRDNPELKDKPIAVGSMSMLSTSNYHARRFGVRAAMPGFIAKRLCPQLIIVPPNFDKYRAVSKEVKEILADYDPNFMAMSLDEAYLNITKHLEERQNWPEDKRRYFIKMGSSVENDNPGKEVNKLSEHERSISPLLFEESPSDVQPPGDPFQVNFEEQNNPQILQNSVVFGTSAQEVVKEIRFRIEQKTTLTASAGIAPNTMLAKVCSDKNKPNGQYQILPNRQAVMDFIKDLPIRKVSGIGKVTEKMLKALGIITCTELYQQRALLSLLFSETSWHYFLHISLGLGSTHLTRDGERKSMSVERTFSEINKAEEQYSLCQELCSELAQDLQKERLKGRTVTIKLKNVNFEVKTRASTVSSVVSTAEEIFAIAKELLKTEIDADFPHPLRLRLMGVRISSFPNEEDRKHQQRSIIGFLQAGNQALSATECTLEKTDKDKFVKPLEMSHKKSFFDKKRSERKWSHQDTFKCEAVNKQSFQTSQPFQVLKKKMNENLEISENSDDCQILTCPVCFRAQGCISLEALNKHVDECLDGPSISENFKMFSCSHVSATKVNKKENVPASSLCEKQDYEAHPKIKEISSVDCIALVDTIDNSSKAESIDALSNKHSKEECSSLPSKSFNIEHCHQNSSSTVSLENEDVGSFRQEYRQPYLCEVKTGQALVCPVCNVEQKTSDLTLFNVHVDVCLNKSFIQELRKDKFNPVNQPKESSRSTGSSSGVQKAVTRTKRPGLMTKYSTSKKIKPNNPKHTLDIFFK
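50 nM final substrate added after 15 min RT preincubation of 10 nM Pol kappa with compound; fluorescence read at 0 and 10 min.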
Pol iota inh: DNA polymerase iota (human) inhibition; Q9UNA4; Pol iota fluorescent replication assay, 10 min; Potency, µM (top dose mostly 115 µM), for the others: at the highest dose activity, negative = inhibition, most hits filed as inhibitors; hit rate 1% among 390,000
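Pol iota at 10 nM preincubated 15 min with compounds at room temperature; reaction started with fluorescent substrate, 50 nM final. Fluorescence read kinetically at 0 and 10 min; buffer-only wells as negative control.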
POLB inh: DNA polymerase beta (human) inhibition | hit rate 1.3% among 340,000 | AID 485314 | P06746 | Pol beta primer extension/strand displacement, fluorescence kinetic | Potency, µM (highest dose often 114 µM), for the others: top-dose activity change, negative = inhibition, hits mostly inhibitors; further: on the % scale 0 is the no-effect control and ±100 the full control effect
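10 nM enzyme + cpd, 15 min RT; start with substrate 50 nM final; read 0 min and after 10 min RT. Corrected, normalized data; 4-parameter Hill curve fit.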
BAZ2B block: BAZ2B (human) inhibition. Q9UIF8. AlphaScreen BAZ2B-H3K14Ac peptide displacement. Potency, µM (top dose mostly 114 µM), for the others: at the top dose activity change, negative = inhibition, actives largely listed as inhibitors. hit rate 4.4% among 360,000. AID 504333; further: on the % scale 0 is the no-effect control and ±100 the full control effect; nearly all actives have a fitted effect of over 60% in size
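Protein-peptide AlphaScreen: BAZ2B 50 nM, b-H3K14Ac 50 nM, 1x PBS pH 7.4 + 0.01% Tween-20. Preincubation 30 min RT; cpd 30 min RT (top 110 uM); beads 20 min RT, light-protected.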
G9a inh: G9a (human) methyltransferase inhibition | G9a H3K9 monomethylation, AlphaScreen, 2 h | Q96KQ7 | hit rate 8.8% among 350,000 | AID 504332 | Potency, µM (titrated, usually from 102 µM), for the others: at the highest dose activity, negative = inhibition, usual class: inhibitors; further: on the % scale 0 is the no-effect control and ±100 the full control effect; nearly all actives have a fitted effect of over 75% in size
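AlphaScreen read-out: biotin-H3K9 peptide (500 nM) methylation by 20 nM enzyme with 20 uM SAM, 2 h at room temperature after 15 min compound preincubation; anti-monomethyl H3K9 antibody plus donor/acceptor beads, 10 min dark.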
POLH inh: blocks human DNA polymerase eta activity. Q9Y253. recombinant Pol eta, fluorescent DNA replication assay. Potency, µM (top dose mostly 114 µM), inactives show top-dose activity change, negative = inhibition, hits mostly inhibitors. hit rate 1.2% among 390,000; further: on the % scale 0 is the no-effect control and ±100 the full control effect
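Pol eta (10 nM) was preincubated with compounds for 15 min at room temperature, after which fluorescent replication substrate (50 nM final) was added to start the reaction. Fluorescence was read kinetically at 0 and 10 min.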
BLM helicase inh: inhibitors of human Bloom syndrome helicase BLM | recombinant BLM DNA unwinding, fluorescence dequenching | Potency, µM (top dose mostly 56.1 µM), without a hit: at the top dose activity change, negative = inhibition, most hits filed as inhibitors | hit rate 0.2% among 350,000;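 further: plate controls were vehicle for no effect and no enzyme for full effect; nearly all actives have a fitted effect of over 35% in size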
* = called active by the depositor; u = inconclusive; x = no result given; & = joins results of further samples; [ ] = dose if it differs, or a comment. The call rests on the fitted dose curve; in most records, active means well fitted curve in the direction sought with a large enough effect; inconclusive means small, poorly fitted or top-dose-only effect, or another doubt; inactive means no such curve, though single readings can be large; an effect the other way counts as inactive or inconclusive. Potency means the concentration at half of the fitted maximal effect. An excerpt; count on the stated rates, not on these rows.

molecule | JMJD2A Tudor | APE1 inh | Pol kappa inh | Pol iota inh | POLB inh | BAZ2B block | G9a inh | POLH inh | BLM helicase inh
CCCc1nc([N+](=O)[O-])c(S(=O)(=O)c2ccccc2)n1CC(C)C | -10% | 5% | -6% | -10% | -2% | -34% | u | -1% | -7%
CC1CN(c2cc(-c3ccccc3)c3ccccc3n2)CC(C)O1 (stereo not given) | 132%[activator] | -2% | 2% | 24% | -1% | 93%[activator] | 89%[activator] | -15% | -3%
CC(C)(Oc1ccc(Cl)cc1)C(=O)NCc1n[nH]c(=O)c2ccccc12 | 2% | 8% | -6% | 28% | x | -3% | 9%[0.501 µM] | -16% | x
CCN(CC)c1ccc(/C=N\NC(N)=O)cc1 | -27% | 3% | 12% | 13% | 1% | -29% | u | -13% | 1%
Cc1nc(C)c(C(=O)Nc2ccc(C)c(F)c2)o1 | -10% | -1% | -22% | u | -2% | 4% | 20%[12.7 µM] | u | -10%
COc1ccccc1NS(=O)(=O)/C=C/c1ccccc1 | -10% | 3% | -6% | 6% | 3% | 3% | 8%[59 µM] | -18% | -4%
COC(=O)CCSc1cc([N+](=O)[O-])cc2c1c(C1OCCO1)nn2-c1ccccc1 | u | 12% | -15% | 10% | -2% | -12% | u | -11% | 0%
C[C@]12c3[nH]c4cc(-c5ccco5)ccc4c3CCN1C(=O)[C@@H](CC(=O)NCC13CC4CC(CC(C4)C1)C3)C[C@@H]2C(=O)N1CCCCC1 | u | -8% | -1% | -7% | x | x | x | -3% | x
CCOc1ccc(N2CC(c3nc(-c4cc(OC)c(OC)c(OC)c4)no3)CC2=O)cc1 (stereo not given) | -18% | x | 4% | 2% | 5% | -20% | 2%[59 µM] | -17% | 0%
N#CC1CN(C(c2ccccc2)c2ccccc2)C1 | -15% | -6% | -5% | 38%[activator] | -15% | 8% | 29% | -2% | -8%
CSc1nc(N(C)C)nc(N(C#N)CCOC(C)=O)n1 | -3% | 6% | -6% | 23% | 0% | -25% | -36% | 0% | 2%
CCN(CC)c1nc(N2CCN(C)CC2)nc2ccccc12 | -7% | 13% | 1% | 103%[activator] | -10% | 8% | 18%[0.501 µM] | -23% | -7%
C(=C\c1ccncc1)/c1ccccc1 | -1%[11.4 µM] | u | 0%[19.4 µM] | -10% | 88% | -2% | -5%[12.7 µM] | 27% | -10%&0%
CCOCc1nnc(NC(=O)COC)s1 | -5% | -2% | -2% | 11% | 39% | 12% | u | 1% | -2%
O=C(Cn1c2ncccc2c(=O)n1-c1ccccc1)Nc1ccc(Cl)cc1C(F)(F)F | 10% | x | -2% | 15% | 3% | 3% | 4%[59 µM] | -5% | 0%
CCOc1ccc(S(=O)(=O)n2nc(C)cc2C)cc1 | -14% | 0% | -2% | 133%[activator] | 100% | -2% | 23% | -15% | -4%
CCN(C(=O)CCS(=O)(=O)c1cc2[nH]c(=O)c(=O)[nH]c2cc1C)c1ccccc1 | -3% | x | 0% | -1% | 20% | -14% | -28%[59 µM] | 11% | 0%
CCCCNC(=O)CCC(=O)Nc1ccc2nc(N3CCCCC3)cc(C)c2c1 | 5%[11.4 µM] | -2% | -3% | 3% | -16% | -12% | -6%[59 µM] | 30% | 1%
COc1cccc(CN2C(=NC(=O)C3CC3)SC3CS(=O)(=O)CC32)c1 (stereo not given) | -3% | -3% | 1% | 14% | 31% | -8% | x | 11% | -2%
Oc1ccc(N=Cc2c(O)ccc3ccccc23)cc1 | u | u | -20% | u | u | u | 1µM* | -10% | 32µM*

The list goes on, overlapping the part above by three compounds.
molecule | JMJD2A Tudor | APE1 inh | Pol kappa inh | Pol iota inh | POLB inh | BAZ2B block | G9a inh | POLH inh | BLM helicase inh
CCCCNC(=O)CCC(=O)Nc1ccc2nc(N3CCCCC3)cc(C)c2c1 | 5%[11.4 µM] | -2% | -3% | 3% | -16% | -12% | -6%[59 µM] | 30% | 1%
COc1cccc(CN2C(=NC(=O)C3CC3)SC3CS(=O)(=O)CC32)c1 (stereo not given) | -3% | -3% | 1% | 14% | 31% | -8% | x | 11% | -2%
Oc1ccc(N=Cc2c(O)ccc3ccccc23)cc1 | u | u | -20% | u | u | u | 1µM* | -10% | 32µM*
CCSc1nc(C)nc2sc(C)c(C)c12 | 2%[11.4 µM] | 1% | 0% | 13% | 0% | 41%[activator] | 164%[activator] | -37% | -1%
C/C=C\c1ccc(OC)cc1 | x | 2% | 1%[60.1 µM] | x | x | x | 31%[59 µM] | x | -1%
CCOC(=O)c1cc(CC)sc1NC(=O)c1cc(OCC)c(OCC)c(OCC)c1 | 66%[activator] | 0% | -5% | -2% | 83% | 8% | 7% | -21% | -2%
Cc1oc(-c2cccc(C(F)(F)F)c2)nc1CN1CCN(c2ccccn2)CC1 | -15% | 1% | 4% | 67%[activator] | 1% | -32% | -44% | -21% | -8%
CCOC(=O)C(=O)Nc1ccc(S(=O)(=O)N2CCOCC2)cc1OC | -9% | 2% | -4% | -15% | 4% | 10% | 19% | 0% | -2%
COc1cccc(NC(=O)c2cnc(SCC(=O)N3CCCc4ccccc43)n(C)c2=O)c1 | -15% | x | -9%[60.1 µM] | 31%[activator] | 7% | -2% | -4%[59 µM] | -14% | -5%
CC(C)c1ccc2c(c1)CC[C@H]1[C@](C)(CN)CCC[C@]21C | -23%&-3% | -4% | 0%&-14% | 40%&-8%[activator] | x | x | x | -24%&-12% | 0%
Cc1nnnn1/C(=C\c1ccccc1)C(=O)OCC(=O)Nc1cccc(S(=O)(=O)N(C)C)c1 | -23% | 8% | 0% | -3% | x | -2% | 10%[0.501 µM] | 8% | x
C[C@@H]1O[C@@H](O[C@H]2[C@H](O[C@H]3C[C@]4(C)C(C[C@@H](O)C5C([C@]6(C)CC[C@@H](C(C)(C)O)O6)CC[C@]54C)[C@@]4(C)CC[C@H](O)C(C)(C)C34)O[C@H](CO)[C@@H](O)[C@@H]2O)[C@H](O)[C@H](O)[C@H]1O (stereo not given in full) | -8% | -35% | 1% | -5% | x | x | x | 3% | x
CCC1=C(OC(=O)N(CC)CC)N2C(=O)OC(=NCCc3c[nH]c4ccccc34)[C@]2(C)[C@H]2C1=CC[C@H]1C(=O)N(C)C(=O)[C@H]12 | -31% | -5%&11% | -7% | 9% | -23% | -13% | -7%[12.7 µM] | -20% | -2%&-6%
CCC(C)NC(=O)CN1C(=O)CSc2ccc(S(=O)(=O)N3CCCC3)cc21 (stereo not given) | -9% | 7% | -7% | 9% | 18% | 0% | -4%[59 µM] | -3% | 1%
Cc1ccc(S(=O)(=O)Nc2cccc(C(=O)NCC(c3ccco3)N3CCCC3)c2)cc1F (stereo not given) | -19% | 4% | -2% | u | x | -6% | 18%[0.501 µM] | -13% | x
Cc1ccc2c(cnn2C(=O)CCC(=O)N2CCCCC2C)c1 (stereo not given) | -2% | 13% | -2% | 25% | 3% | -3% | 23% | -9% | 0%
Cc1ccc2cc(CCNS(=O)(=O)c3ccc(F)cc3)c(=O)[nH]c2c1 | -11% | 15% | -1% | 45%[activator] | 5% | 14% | -23% | -23% | -2%
CCCc1nnc(NC(=O)CCC(=O)NC2CCCCC2)s1 | -17% | 76%[activator] | 2% | 25% | 3% | 0% | 10% | -18% | -1%
CC(C)(C)N1C(=O)[C@H]2[C@@H](c3ccc(Br)cc3)N3C(=O)N(c4cccc(Cl)c4)C(=O)[C@@]3(C)[C@H]2C1=O | -17% | 15% | -1% | -4% | x | 9% | -8%[2.33 µM] | -19% | x
CCn1cc(CCC(=O)NCCc2ccccc2)c2ccccc21 | -26% | 33% | -8% | 19% | 3% | -15% | -22% | -20% | -4%
Cn1c(SCC(=O)Nc2ccc(N3CCOCC3)cc2)nnc1-c1ccccc1 | -21% | -1% | -3% | u | u | -2% | u | -1% | -5%
O=C(NC1CCN(C(=S)Nc2ccccc2Cl)CC1)C1CCCCC1 | 11% | 48%[activator] | 4% | 59%[activator] | 14% | 10% | 1% | -26% | -1%
CC(=O)Nc1ccc(C(=O)OCC(=O)c2cccc([N+](=O)[O-])c2)cc1 | 0% | 2% | -13% | 15% | 9% | -26% | 0%[59 µM] | -25% | -1%
Cn1cc(C(=O)N/N=C/c2cccc(O)c2)ccc1=O | 6% | 3% | -8% | 8% | -23% | -15% | 1% | 2% | -3%
CCn1nc(C(=O)NNC(=O)COc2ccc(OC)cc2)c2ccccc2c1=O | -7% | -5% | -3% | 21% | 84% | 2% | u | -19% | 1%
O=C(CSc1nccc(=O)[nH]1)Nc1ccc(Oc2ccccc2)cc1 | -10% | -14% | -5% | 19% | -1% | -28% | u | -2% | -5%
Cc1ccc(-c2nnc(NC(=O)Cc3ccc(F)cc3)o2)c(C)c1 | -16% | 61%[activator] | -10% | 11% | -22% | 1% | 21% | -19% | 1%
CC(=O)c1cccc(N2Cc3ccccc3C2=NC(=O)CCl)c1 | 35µM* | 2% | -34% | 44%[activator] | 29% | -35% | 32µM* | u | -12%
CCOC(=O)N1CCC(NC(=O)c2ccc(OC)c(CN3CC(=O)N4CCCC4C3=O)c2)CC1 (stereo not given) | -6% | -7% | 2% | 15% | -6% | -6% | 8%[12.7 µM] | 7% | -1%
CCc1ccc(NC(=O)Cn2nnc(C(=O)NCCc3ccccc3)c2N)cc1 | -14% | x | -11% | -11% | -1% | x | 4%[59 µM] | -19% | -5%
COc1ccc(NC(=O)C/C(C)=N/NC(=O)C(=O)NC2CCCCC2)c(OC)c1 | -5% | 20% | -6% | 148%[activator] | 21% | -14% | 16µM* | -16% | -2%
CCOC(=O)c1ccccc1NC(=O)N1CCC(CN2CCOCC2)CC1 | -24% | x | -10% | -22% | -2% | 1% | 4%[59 µM] | -8% | 3%
O=C(O)c1ccc(Cn2cnc3c(=O)[nH]cnc32)cc1 | -10% | x | -6% | 27% | x | x | x | -27% | x
CCO/C(C)=C1\N=C(c2ccc(Cl)cc2)OC1=O | -19% | -6% | -10% | 14% | 1% | -6%[57.1 µM] | 45µM* | 8% | -2%
O=C(Nc1ccccc1C(=O)Nc1ccc2c(c1)OCO2)c1ccco1 | -12% | -9% | -17% | 12% | 40% | -7% | -4% | 6% | -4%
